Assay outcomes from PubChem BioAssay.
Vif-A3F inh: inhibitors of Vif-A3F interaction; 390,000 compounds, 0.2% hits; Potency, µM (titrated, usually from 46.1 µM), for the others: at the top dose activity, negative = active; HeLa A3F-eYFP + Vif (tagged APOBEC3F with the HIV-1 protein that degrades it), YFP fluorescence increase; note: potency is the fitted concentration of half-maximal effect; % of control where 0% means no effect; nearly all actives have a fitted effect of over 65% in size
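HeLa cells stably expressing Vif plus C-terminally eYFP-tagged A3F were seeded, incubated overnight at 37 deg C, dosed with compound, incubated overnight again at 37 deg C. Yellow fluorescence (Ex 488/Em 500-530) reported blocked Vif-mediated A3F-eYFP degradation.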
TrxR1 substrate: substrates of rat thioredoxin reductase 1; Potency, µM (top dose mostly 114 µM), inactives show top-dose activity change, negative = substrate turnover; AID 588456; purified TrxR1 substrate turnover, NADPH consumption readout; 390,000 compounds, 0.01% hits; note: potency is the fitted concentration of half-maximal effect; % is set by controls: 0 for no effect and ±100 for the full control effect; nearly all actives have a fitted effect of over 50% in size
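Rat TrxR1, dispensed at 90 nM, was prereduced with 400 uM NADPH (final) for 5 min at ~22 deg C, then incubated with compound 15 min before 400 uM selenite. A first-read NADPH fluorescence drop versus no-compound background flagged substrates.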
LDHA inh: LDHA (human) enzyme inhibition. P00338. purified LDHA, NADH/diaphorase-resazurin fluorescence; stronger effect = lower value. activity change, % (values are at about 110 or 230 µM). 480,000 compounds, 0.15% hits; in the data active = activity change below about -30%; inconclusive = mostly about -25% to -30%;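 note: plate controls were DMSO wells for no effect and wells without enzyme for full effect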
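Remaining NADH was detected by diaphorase (0.133 mg/mL) converting 37 µM resazurin to fluorescent resorufin, read at 0 and 20 minutes. The preceding 5-minute room-temperature reaction used 2 nM LDHA, 0.2 mM sodium pyruvate and 0.06 mM NADH at pH 7.4.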
USP1-UAF1 inh: USP1/UAF1 (human) deubiquitinase inhibition; O94782; recombinant USP1/UAF1, Ub-Rhodamine cleavage fluorescence; Potency, µM (series often up to 57.1 µM), inactives show at the top dose activity change, negative = inhibition, most hits filed as inhibitors; 390,000 compounds, 0.23% hits; AID 743255; note: potency is the fitted concentration of half-maximal effect; % is set by controls: 0 for no effect and ±100 for the full control effect; nearly all actives have a fitted effect of over 60% in size; inactives centre near -12
Target sequence (O94782 whole entry, looked up): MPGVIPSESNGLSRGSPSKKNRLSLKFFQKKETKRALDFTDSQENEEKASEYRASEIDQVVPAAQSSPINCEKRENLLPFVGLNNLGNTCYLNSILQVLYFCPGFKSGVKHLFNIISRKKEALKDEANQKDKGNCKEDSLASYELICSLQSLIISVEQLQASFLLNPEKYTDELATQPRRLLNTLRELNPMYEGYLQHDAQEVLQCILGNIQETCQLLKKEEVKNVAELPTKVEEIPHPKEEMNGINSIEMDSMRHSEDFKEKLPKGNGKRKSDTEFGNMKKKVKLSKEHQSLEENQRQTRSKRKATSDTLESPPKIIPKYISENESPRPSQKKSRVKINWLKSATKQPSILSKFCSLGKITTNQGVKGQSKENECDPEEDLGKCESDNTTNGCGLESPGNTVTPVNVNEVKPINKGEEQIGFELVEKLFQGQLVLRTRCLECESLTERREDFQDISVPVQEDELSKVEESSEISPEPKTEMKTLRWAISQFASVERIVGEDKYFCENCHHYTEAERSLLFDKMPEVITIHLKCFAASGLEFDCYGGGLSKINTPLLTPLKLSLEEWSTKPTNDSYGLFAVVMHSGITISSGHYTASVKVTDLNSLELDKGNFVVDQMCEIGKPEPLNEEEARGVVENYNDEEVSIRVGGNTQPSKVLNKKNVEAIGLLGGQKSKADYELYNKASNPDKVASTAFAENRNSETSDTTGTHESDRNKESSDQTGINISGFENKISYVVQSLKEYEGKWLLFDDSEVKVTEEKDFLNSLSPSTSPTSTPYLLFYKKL
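1 nM enzyme complex + cpd, 15 min RT; start with Ub-Rho 150nM final; kinetic fluorescence ex 480/em 540, 6 reads q60 s. Buffer 50mM HEPES pH 7.8, 0.5mM EDTA, 0.1 mg/ml BSA, 1mM TCEP, 0.01% Tween-20.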
rTrxR1 inhibitor: blocks rat thioredoxin reductase 1 | recombinant rTrxR1, NADPH fluorescence consumption, selenite substrate | Potency, µM (top dose mostly 114 µM), for the others: at the top dose activity change, negative = inhibition, hits mostly inhibitors | 390,000 compounds, 1% hits | AID 588453; note: potency is the fitted concentration of half-maximal effect; % is set by controls: 0 for no effect and ±100 for the full control effect; nearly all actives have a fitted effect of over 65% in size
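Rat TrxR1 (90 nM in the dispensed reagent) was pre-reduced with 400 uM NADPH for 5 min at room temperature, then incubated with compound for 15 min. After 400 uM selenite was added, NADPH fluorescence (Ex 340/Em 450 nm) was followed for 8 min.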
RGS4 inhibitor: inhibitors of human regulator of G protein signaling 4; P49798; Transcreener GDP fluorescence polarization, RGS4-accelerated GTP hydrolysis; Potency, µM (highest dose often 114 µM), for inactives: top-dose activity change, negative = inhibition, usual class: inhibitors; 390,000 compounds, 0.039% hits; AID 504845; note: potency is the fitted concentration of half-maximal effect; % is set by controls: 0 for no effect and ±100 for the full control effect; nearly all actives have a fitted effect of over 75% in size; some results filed as inactive show a strong effect at the top dose
Target sequence (P49798 whole entry, looked up): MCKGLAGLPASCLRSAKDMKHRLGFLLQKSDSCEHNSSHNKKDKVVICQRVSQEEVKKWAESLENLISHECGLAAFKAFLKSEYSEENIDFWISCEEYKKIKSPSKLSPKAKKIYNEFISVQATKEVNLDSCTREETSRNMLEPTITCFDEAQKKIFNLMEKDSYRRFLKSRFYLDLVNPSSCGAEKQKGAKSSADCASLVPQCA
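MLSMR compounds (23 nl, pin-transferred) preincubated 10 min at room temperature with a 500nM (2x) first reagent, then RGS4 at 900nM (2x) plus Transcreener GDP mix added; fluorescence polarization (620/688 nm) read before and after 90 min at 30 °C.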
Glioma ERSR ind: inducers of ER stress response in human glioma cells; Potency, µM, for inactives: at the top dose activation, most hits filed as activators; 420,000 compounds, 0.02% hits; U87-MG GRP78 promoter luciferase reporter, 16 h; note: potency is the fitted concentration of half-maximal effect; series mostly up to about 76 µM; % of control where 0% means no effect; nearly all actives have a fitted effect of over 35% in size
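Stably transfected U87-MG human glioma cells carrying a GRP78-based luminescent sensor were seeded at 1000 cells/well, pin-dosed with compounds and incubated 16 h. Luciferase reagent was then added, and end-point luminescence was read after 10 min at room temperature.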
IDH1 R132H inh: blocks human mutant IDH1 R132H enzyme; O75874; IDH1-R132H enzyme, NADPH consumption, diaphorase/resazurin fluorescence; Potency, µM (highest dose often 76.6 µM), for inactives: at the highest dose activity change, negative = inhibition, actives largely listed as inhibitors; 390,000 compounds, 0.093% hits; AID 602179; note: potency is the fitted concentration of half-maximal effect; % is set by controls: 0 for no effect and ±100 for the full control effect; nearly all actives have a fitted effect of over 65% in size
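IDH1-R132H (0.5 ug/mL) preincubated 30 min with compound, then NADPH (0.016 mM) and alpha-KG (2 mM) added; 80 min at RT, pH 7.5. Remaining NADPH coupled via diaphorase/resazurin to fluorescence (540/590 nm); concentration-response curves normalized to no-enzyme control.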
Vif-A3G inh: blocks the Vif interaction with human APOBEC3G; Q9HC16; HeLa A3G-eYFP + Vif (tagged APOBEC3G with the HIV-1 protein that degrades it), YFP fluorescence, overnight; Potency, µM (series often up to 46.1 µM), for the others: at the top dose activity, negative = active, hits mostly inhibitors; 410,000 compounds, 0.076% hits;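 note: potency is the fitted concentration of half-maximal effect; % is set by controls: 0 for no effect and ±100 for the full control effect; nearly all actives have a fitted effect of over 60% in size; hits raise eYFP signal because A3G escapes Vif-driven loss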
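HeLa cells stably expressing Vif and C-terminally eYFP-tagged A3G, seeded overnight at 37 deg C, then exposed to compound by pintool overnight at 37 deg C. Rise in yellow fluorescence (Ex 488/Em 500-530, Acumen) marks blocked Vif-driven A3G degradation.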
* = called active by the depositor; ? = inconclusive; / = not tested or not shown; & = joins results of further samples; [ ] = remark or other dose. Unless noted, calls come from the whole dose curve; as a rule, active = well fitted curve in the direction sought with a large enough effect; inconclusive = small, poorly fitted or top-dose-only effect, or another doubt; inactive = no such curve, though single readings can be large; an effect the other way counts as inactive or inconclusive.

SMILES	Vif-A3F inh	TrxR1 substrate	LDHA inh	USP1-UAF1 inh	rTrxR1 inhibitor	RGS4 inhibitor	Glioma ERSR ind	IDH1 R132H inh	Vif-A3G inh
FC(F)(F)C(Oc1nc(NC2CCCCC2)nc(N2CCOCC2)n1)C(F)(F)F	0.8%	-18.3%	4.8	-18.2%	-15.4%	21.1%	-0.1%	-5.3%	0.7%
COC(=O)c1cc(C#N)c(NCc2ccc(Cl)cc2Cl)nc1C	-17.7%	12.2%[57.1 µM]	-0.1	-5.4%	29.9%[57.1 µM]	-22.8%	-6.9%	3.4%	-0.4%
CCOC(=O)c1c(NC(C)=O)sc2c(OCC(O)CNC(C)(C)C)c(Br)ccc12 (stereo not given)	8.2%	6.4%	-0.1	-21.7%	14.5%	20.3%	-11.8%	-6.5%	-1.8%
O=C(NCC1CCCCC1)C1CCC(=O)N(CCc2cccc(F)c2)C1 (stereo not given)	16.5%	3.1%	-0.5	-10.4%	7.1%	20.7%	-0.5%	-3.3%	-3.9%
CCc1ccccc1Nc1nc(N)nc(COC(=O)C2CCN(C(=O)c3ccc(F)cc3)CC2)n1	-6.5%	1.9%	-6.3	-17.8%	15.7%	-9.4%	-4.5%	1.1%	-0.1%
CC(C)(C)OC(=O)N[C@H]1C=C[C@H](OC(=O)CC(=O)OCC(F)(F)F)C1	-0.4%	3.3%	-3.4	-4.0%	19.6%	16.0%	-1.1%	-4.6%	0.6%
O=[N+]([O-])c1cc(N=Nc2ccc3ccccc3c2)ccc1O	7.2%	-9.0%	-4.6	-12.4%	5.7%	10.2%	2.0%	-7.5%	-1.1%
NC(=O)Cc1ccc(C(=O)c2ccccc2)s1	-1.4%	13.2%[57.1 µM]	-9.3	-12.8%	27.9%[57.1 µM]	3.0%	-1.1%	1.0%	1.1%
CCOC(=O)c1sc(NC(=O)CSc2nc3c(cc2C#N)CCCCC3)c(C#N)c1C	5.4%	7.3%[57.1 µM]	-10.2	-15.0%	-6.4%	5.8%[11.4 µM]	-3.6%	1.9%	5.7%
CCCN1CCN(C(=O)c2ccc(-c3ccc([N+](=O)[O-])cc3)o2)CC1	11.4%	-4.8%	2.4	-3.9%	-26.0%	2.2%	-2.5%	11.5%	1.2%
O=C(CSc1ccncc1)Nc1ccc2ccccc2c1	-8.4%	2.0%[57.1 µM]	6.7	-15.3%	18.8%[57.1 µM]	-14.0%	-0.8%	9.6%	-0.6%
O=C(Cn1cnc2cc([N+](=O)[O-])ccc2c1=O)NCCc1ccc(F)cc1	11.0%	-0.7%	-0.9	-5.7%	0.8%	11.8%	-3.9%	-5.7%	0.9%
Cc1ccc(OCC(=O)N(C)CC(=O)Nc2cccc(F)c2)cc1	0.9%	-1.8%	-1.8	-17.9%	12.6%	2.4%	-3.6%	9.5%	-4.6%
O=C(Nc1ccc(C(=O)NCc2ccc(F)cc2)cc1)C1=CSCCO1	-6.3%	2.5%	-2.2	-7.8%	8.6%	11.9%	1.8%	-6.7%	-8.4%
O=C(COc1ccc2ccccc2c1Br)N1CCCC1	-0.7%	-2.7%	3.1	-12.5%	8.4%	-8.2%	15.8%	-1.8%	-5.1%
COc1cccc(Nc2ccccc2C(=O)O)c1	-16.3%	7.8%[57.1 µM]	0.7	-1.8%	17.7%[57.1 µM]	10.2%	7.4%	15.5%	-0.1%
Cn1nc(C(F)(F)F)c(-c2ccc(F)cc2)c1NC(=O)c1cccnc1	-14.3%	2.2%	-3.5	-8.2%	23.5%	18.6%	-5.6%	-3.1%	-17.1%
CC1CCCC(C)N1/N=C/c1ccc(O)c(O)c1 (stereo not given)	-0.5%	12.5%[0.0914 µM]	8.7	-19.3%	?	-30.5%	-4.2%	0.0%	-4.2%
CC(=O)c1sc(NC(=O)CCS(=O)(=O)c2ccc(F)cc2)nc1C	-1.8%	/	-4.8	2.6%	/	/	-12.2%	10.1%	?
CC(=O)Nc1ccc(S(=O)(=O)N(C)CC(=O)OCC(=O)N2CCc3ccccc32)cc1	0.2%	1.4%	-7.0	-14.5%	-30.8%	7.8%	-2.9%	3.6%	1.9%
COC(=O)NCC(c1cccnc1)N1CCN(c2ccccc2)CC1 (stereo not given)	2.2%	-3.6%[57.1 µM]	7.7	-1.1%	-6.4%[57.1 µM]	-0.8%	0.1%	-0.9%	3.7%
CCCC(O)(CCC)C(=O)NN(C(=O)CCl)c1cccc(C)c1	-13.9%	3.1%[57.1 µM]	-3.7	-9.0%	?	-11.6%	-16.1%	12.0%	-12.0%
Cc1cccc(NC(=O)CCC(=O)N/N=C/c2ccco2)c1	3.5%	0.3%	-2.5	-23.6%	2.9%	-3.7%	-1.5%	-8.2%	-7.7%
COC(=O)c1scc(C)c1NC(=O)C1CCCCC1	?	-0.3%	-2.7	-0.6%	3.2%	32.6%	-6.3%	-5.2%	0.4%
COc1cccc(CC2(CO)CCCN(Cc3nc(-c4cccs4)oc3C)C2)c1 (stereo not given)	-2.3%	8.2%	1.3	-20.0%	20.4%	20.1%	-5.2%	-5.5%	-2.0%
Cc1ccc(C(=O)Nc2ccc(Cl)cc2C(F)(F)F)c(Cl)c1	-1.1%	-6.3%	-3.4	-17.1%	-6.8%	-4.8%	8.6%	5.1%	-12.9%
CN(C)CCC(=O)C(Cc1ccccc1)c1ccccc1 (stereo not given)	14.6%	0.1%	-7.4	-15.4%	0.251µM*	?	-17.1%	-2.5%	?
N=C1C(c2nc3ccccc3s2)=C(O)CN1Cc1ccco1	-8.9%	-2.5%	1.9	-17.0%	?	-44.8%	7.5%	8.2%	-9.0%
COC(=O)C[C@H](NC(=O)Cn1cnc2c(NCc3ccccc3)ncnc21)C(=O)OC	0.1%	0.3%	-1.3	-16.7%	7.6%	0.6%	-1.4%	-3.3%	-13.7%
O=C(O)c1ccccc1-c1nnc2c(Cl)cc(C(F)(F)F)cn12	1.0%	0.8%	-3.3	-5.6%	23.7%	11.1%	-1.8%	12.3%	2.7%
Cc1ccnc(NC(=O)CCCc2ccccc2)c1	2.7%	-8.7%	0.3	6.2%	-14.0%	-15.0%	-0.7%	2.7%	-1.4%
CCCCOC(=O)Nc1ccc(C)c(Cl)c1	5.4%	6.2%[57.1 µM]	4.2	0.5%	5.9%[57.1 µM]	38.8%	2.5%	7.4%	-11.3%
CN1CC(O)(C(O)C(O)C(O)CO)SC1=S (stereo not given)	-2.5%	/	-4.3	-10.3%	/	/	-1.2%	-4.4%	1.0%
C#CC(CC)(CC)NC(=O)Nc1ccccc1C(=O)OC	-4.3%	16.9%	-2.4	-14.4%	16.0%	-2.3%	-0.1%	9.8%	0.9%
Cc1ccc(/C=C2\SC(=S)N(CCCC(=O)Nc3cc(C)on3)C2=O)cc1	1.8%	-5.2%	-9.5	-10.0%	22.4%	20.0%	-13.1%	16.4%	4.9%
COc1ccc(Cl)cc1NC(=O)Cn1nnc(C(=O)NCc2ccc3c(c2)OCO3)c1N	1.2%&-8.5%	-2.2%&-2.0%	-3.2&-16.7	-17.0%&-13.9%	17.9%&23.4%	-59.2%[56.9 µM]	-9.2%&-3.5%	-0.5%&-6.2%	-2.5%&-5.9%
COc1ccc(Cn2c(=O)n(-c3ccc(F)c(Cl)c3)c(=O)c3c2c2cc(OC)ccc2n3C)cc1	0.9%	7.9%	-1.1	?	34.1%	-15.7%	-2.7%	3.6%	0.1%
COc1ccc(-c2noc(CCC(=O)NCCc3ccccc3)n2)cc1OC	7.6%	7.7%	-0.2	-16.4%	21.2%	8.3%	-0.8%	-1.2%	-0.9%
Cc1cc(=O)cc(C)n1-c1ccccc1N1CCOCC1	/	-1.3%	-4.7	-1.0%	4.2%	-13.3%	-2.8%	-6.8%	-4.2%
O=S(=O)(c1ccc2nc(N3CCN(c4ccccc4F)CC3)ccc2c1)N1CCCCC1	-5.7%&-0.7%	106.7%[activator]	-0.8&-8.3	?	416.5%[activator]	-20.9%&14.1%	-2.6%&-2.9%	8.9%&2.6%	1.2%&3.1%
Nc1ccc(C(=O)N2CCN(S(=O)(=O)/C=C/c3ccccc3)CC2)cc1[N+](=O)[O-]	-19.0%	-17.8%	-5.8	-4.2%	-15.2%	7.4%	-2.7%	6.1%	-0.3%
O=C1COc2ccc(C(=O)C[n+]3cccc(O)c3)cc2N1	2.6%	-1.0%	-2.0	-20.1%	4.4%	1.7%	-5.3%	0.8%	2.4%
CCC(C)[C@H](NC(=O)N1c2ccccc2NC(=O)[C@@H]1C(C)C)C(=O)N[C@@H](Cc1ccccc1)C(=O)O (stereo not given in full)	6.5%	-3.9%	1.4	-23.4%	-10.8%	-22.6%	0.5%	4.9%	1.0%
N#Cc1c(C(F)(F)F)cc(C2CC2)nc1N1CCCC1	-3.6%	0.9%	-7.5	-8.9%	-0.4%	-18.1%	-2.9%	1.4%	-2.0%

This is a subset; rates above refer to the full screens.
